# Screens deposited in PubChem by National Center for Advancing Translational Sciences (NCATS).
# AMA1 RON2 block = AMA1-RON2 (P. falciparum) interaction inhibition | 0.2% of 360,000 active | AlphaScreen AMA1-biotinylated RON2 peptide binding | Potency, µM (top dose mostly 58.2 µM), without a hit: top-dose activity change, negative = inhibition, hits mostly inhibitors;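 further: potency means the concentration at half of the fitted maximal effect; 0% = vehicle wells and -100% = peptide control; nearly all actives have a fitted effect of over 45% in size; some results filed as inactive show a strong effect at the top dose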
#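 AMA1 (3D7) with his tag at 25 nM final met compounds first, then biotinylated RON2 peptide at 25 nM; detection used donor plus acceptor beads, 10 µg/mL apiece, read by AlphaScreen after 30 min at room temperature.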
# Sm TGR inh = S. mansoni TGR enzyme inhibition | Q962Y6 | purified TGR, DTNB reduction, TNB absorbance 405 nm | Potency, µM (series often up to 114 µM), inactives show at the highest dose activity change, negative = inhibition, actives largely listed as inhibitors | 3% of 360,000 active; further: potency means the concentration at half of the fitted maximal effect; nearly all actives have a fitted effect of over 60% in size
#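 TGR 20 nM + NADPH 100 uM (dispensed conc.), cpd preinc 15 min RT; start with NADPH (500 uM addition) then DTNB (15 mM addition). Kinetic TNB absorbance, 405 nm filter. Four-parameter Hill fit across titration.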
# HCMV antiviral = blocks human cytomegalovirus replication; AID 1259415; HFF cells, HCMV-luciferase reporter, 72 h; active compounds read low; activity change, negative = inhibition, % at 57.5 µM; 4.5% of 410,000 active; in the data active means activity change below about -60%; inconclusive means no clear call, values can overlap the other calls; inactive means above about -39%
#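 Screen run at 2 compound doses on HFFs infected with reporter HCMV, MOI 1 PFU/cell. Luciferase activity from cell lysates at 72 h post infection gave inhibition relative to buffer-only and Salinomycin wells.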
# TbPYK inhibitor = T. brucei pyruvate kinase inhibition; Q57TT1; TbPYK enzyme, Kinase-Glo Plus ATP luminescence, 45 min; Potency, µM (highest dose often 76.8 µM), for inactives: at the highest dose activity, negative = inhibition, actives largely listed as inhibitors; 0.12% of 410,000 active; AID 624173; further: potency means the concentration at half of the fitted maximal effect; nearly all actives have a fitted effect of over 50% in size
#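 ADP (130 uM final) triggers the TbPYK reaction after compound addition; incubation is 45 min at room temperature. Kinase-Glo Plus is then added and luminescence imaged. Normalized data are fitted to concentration-effect curves.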
# AmpC no deterg = blocks E. coli AmpC beta-lactamase in detergent-free assay | 0.52% of 330,000 active | AID 485341 | AmpC nitrocefin hydrolysis, absorbance 480 nm, 0.0001% Triton | Potency, µM (doses to about 57.1 µM), for inactives: top-dose activity change, negative = inhibition, actives largely listed as inhibitors;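 further: potency means the concentration at half of the fitted maximal effect; plate controls were no compound for no effect and no enzyme for full effect; nearly all actives have a fitted effect of over 20% in size; some results filed as inactive show a strong effect at the top dose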
# Target sequence (P00811 whole entry, looked up): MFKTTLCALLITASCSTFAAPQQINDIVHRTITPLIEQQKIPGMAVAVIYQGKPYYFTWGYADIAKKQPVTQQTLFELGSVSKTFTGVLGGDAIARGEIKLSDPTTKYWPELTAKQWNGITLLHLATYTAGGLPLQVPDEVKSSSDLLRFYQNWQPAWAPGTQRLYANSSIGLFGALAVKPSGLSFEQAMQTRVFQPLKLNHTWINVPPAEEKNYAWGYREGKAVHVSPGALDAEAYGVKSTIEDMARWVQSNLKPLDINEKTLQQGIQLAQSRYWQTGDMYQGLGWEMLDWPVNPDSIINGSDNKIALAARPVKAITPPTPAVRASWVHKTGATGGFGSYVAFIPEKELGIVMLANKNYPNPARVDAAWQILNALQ
#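 20 mM phosphate pH 7.0 + 0.01% (detergent screen) or 0.0001% Triton X-100; 5.3 nM AmpC reagent; cpd preinc 15 min RT; nitrocefin (800 uM stock) to start; A480 q20 s × 4 min; Activity was normalised to no-enzyme and no-compound control wells.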
# AmpC detergent = blocks E. coli AmpC beta-lactamase in detergent assay. P00811. AmpC hydrolysis of nitrocefin, absorbance 480 nm, 0.01% Triton. Potency, µM (series often up to 114 µM), without a hit: at the top dose activity change, negative = inhibition, actives largely listed as inhibitors. 0.041% of 370,000 active. AID 485294;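 further: potency means the concentration at half of the fitted maximal effect; 0% = no-compound wells and -100% = no-enzyme wells; nearly all actives have a fitted effect of over 25% in size; some results filed as inactive show a strong effect at the top dose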
#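 20 mM phosphate pH 7.0 + 0.01% (detergent screen) or 0.0001% Triton X-100; 5.3 nM AmpC reagent; cpd preinc 15 min RT; nitrocefin (800 uM stock) to start; A480 q20 s × 4 min; Activity was normalised to no-enzyme and no-compound control wells.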
# LmPK inhibitor = inhibitors of Leishmania mexicana pyruvate kinase; purified LmPK, Kinase-Glo ATP luminescence, 1 h; Potency, µM (series often up to 57.5 µM), for inactives: at the highest dose activity change, negative = inhibition, usual class: inhibitors; 0.37% of 290,000 active; Q27686; further: potency means the concentration at half of the fitted maximal effect
# Target sequence (Q27686 whole entry, looked up): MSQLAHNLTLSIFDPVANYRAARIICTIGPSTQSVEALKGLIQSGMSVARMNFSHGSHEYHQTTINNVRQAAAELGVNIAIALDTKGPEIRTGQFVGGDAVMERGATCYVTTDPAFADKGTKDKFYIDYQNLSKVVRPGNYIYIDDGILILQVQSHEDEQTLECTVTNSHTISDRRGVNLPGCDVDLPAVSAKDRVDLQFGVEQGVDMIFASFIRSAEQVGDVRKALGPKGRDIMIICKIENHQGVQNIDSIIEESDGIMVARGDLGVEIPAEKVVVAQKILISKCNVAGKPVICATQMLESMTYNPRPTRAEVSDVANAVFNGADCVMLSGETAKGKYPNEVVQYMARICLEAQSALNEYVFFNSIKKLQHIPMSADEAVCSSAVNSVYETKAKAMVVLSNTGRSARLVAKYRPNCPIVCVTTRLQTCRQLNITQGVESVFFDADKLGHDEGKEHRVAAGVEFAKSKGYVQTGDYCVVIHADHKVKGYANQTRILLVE
#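 ATP generated from ADP (0.1 mM) and PEP (0.5 mM) by 0.1 nM LmPK over 1 h at room temperature (pH 7.2 imidazole buffer) was detected by coupled luciferase luminescence. Values were normalized to uninhibited and no-enzyme wells.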
# Active calls of the source: *; u = inconclusive; x = not tested or not shown; & = joins results of further samples; [ ] = remark or other dose. Unless noted, the call rests on the fitted dose curve; in most records, active means well fitted curve in the direction sought with a large enough effect; inconclusive means small, poorly fitted or top-dose-only effect, or another doubt; inactive means no such curve, though single readings can be large; an effect the other way counts as inactive or inconclusive. Unless noted, on the % scale 0 is the no-effect control and ±100 the full control effect. Rows are unselected. Share with any hit: about 7.4%.
SMILES,AMA1 RON2 block,Sm TGR inh,HCMV antiviral,TbPYK inhibitor,AmpC no deterg,AmpC detergent,LmPK inhibitor
CN1CCN(c2nc3c(c(=O)n(C)c(=O)n3C)n2Cc2ccc(F)cc2)CC1,-2%,0%,63,3%,19%,0%,6%
Cc1cc(C)n(-c2nnc(NCc3ccc(Cl)cc3)nn2)n1,-20%,0%,51,1%,-11%,4%,-6%
Cc1cc(F)ccc1NC(=O)CCCN(C)S(=O)(=O)c1ccc(F)cc1,-9%,9%,24,-7%,6%,3%,0%
CC(=O)NC(c1ccc(F)c(F)c1)c1nc(-c2cnn(C)c2)cs1 (stereo not given),12%,x,7,9%,x,x,x
Cc1ccccc1NC(NC(=O)c1cccnc1)C(Cl)(Cl)Cl (stereo not given),7%,-17%,-10,4%,-7%,-6%,1%
Clc1ccc(CN2CCCCCC2)cc1,4%,-2%,18,5%,-13%,-9%,-1%
CCN1CCN(C(c2ccc(SC)cc2)c2c(O)cc(C)n(Cc3ccco3)c2=O)CC1 (stereo not given),x,3.5µM*,5,5%,x,-8%,x
COc1cc(OC)c(C2C3=C(CCCC3=O)Nc3nc4ccccc4n32)cc1OC (stereo not given),-3%,1%,5,-10%,-6%,-10%,-3%
O=C(NCc1cccc(F)c1)C1CCCN(C(=O)N2CCOc3ccccc32)C1 (stereo not given),x,6%,-27,12%,x,27%,x
CCOc1ccc(/C=C(/NC(=O)c2ccc(Cl)cc2)C(=O)O)cc1OCC,0%,12%,-29,-2%,-32%,2%,5%
O=C1c2oc3ccc(F)cc3c(=O)c2C(c2ccccc2)N1CC1CCCO1 (stereo not given),-8%,3%,-20,2%,-21%,-1%,6%
Cc1cc(C)cc(NC(=O)C2CCCN2S(=O)(=O)c2ccc3c(c2)n(C)c(=O)c(=O)n3C)c1 (stereo not given),-17%,-12%,-16,-1%,-8%,-14%,-1%
Cc1cc(=O)n2[nH]c(CCC(=O)O)nc2n1,18%,16%,u,0%,-16%,-11%,18%
CC1CCc2cc(F)ccc2N1C(=O)CSc1nnc2c(n1)[nH]c1ccc(F)cc12 (stereo not given),0%,13%,u,8%,-10%,0%,5%
CCc1ccc(NC(=O)c2ccc3c(c2)c(C)c(C)n3Cc2ccccc2)cc1,x,10%,u,-13%[15.4 µM],x,3%,x
Cc1cccc(N(CC(=O)NCc2ccco2)C(=O)CCC(=O)Nc2nccs2)c1C,4%,-17%,-9,7%,-1%,-5%,6%
Cc1cc(C)n(-c2ccc(C(=O)OCC(=O)Nc3ccc(S(N)(=O)=O)cc3)cc2)n1,-4%,x,20,3%,-29%,x,x
Cc1nc2sc(C)c(C)n2c(=O)c1S(=O)(=O)NCCc1ccc(Cl)cc1,x,0%,6,-2%,x,-7%,x
Nc1ccc(S(=O)(=O)NC2=NCCCCC2)cc1,-14%,11%,-6,-1%,-9%,-9%,1%
Cc1ccc(F)cc1NC(=O)CCC(=O)c1cccs1,3%,-19%,-3,1%,-15%,-1%,2%
O=C(/C=C/c1ccco1)N1CCN(c2ccc(F)cc2)CC1,-2%,10µM*,-28,10%,7%,8%,1%
COc1cc(NC(=O)Cn2cnc3c(nc4n3CCCCC4)c2=O)cc(OC)c1OC,2%,0%,-25,-13%,-1%,-13%,-3%
CCOc1ccc(CCNC(=O)c2csc3c2CCCCC3)cc1,x,3%,-5,-3%,x,3%,x
CCc1ccc(C(=O)c2cn(CC(=O)NCCc3ccccc3)c3nc(C)ccc3c2=O)cc1,x,-1%,-1,5%,x,1%,x
Cc1cc(NC(=O)CSc2nnc(NCc3ccco3)s2)no1,15%,-5%,0,2%,-6%,-4%,x

# Next part (two carried over from the part before).
SMILES,AMA1 RON2 block,Sm TGR inh,HCMV antiviral,TbPYK inhibitor,AmpC no deterg,AmpC detergent,LmPK inhibitor
CCc1ccc(C(=O)c2cn(CC(=O)NCCc3ccccc3)c3nc(C)ccc3c2=O)cc1,x,-1%,-1,5%,x,1%,x
Cc1cc(NC(=O)CSc2nnc(NCc3ccco3)s2)no1,15%,-5%,0,2%,-6%,-4%,x
Cc1cccc(C(=O)N(Cc2nc3ccccc3c(=O)[nH]2)C2CCCCC2)c1,7%,0%,-79*,1%,-1%,5%,-2%
COc1ccc(Cl)cc1NC(=O)NCc1ccccn1,39%[activator],2%,-38,2%,-16%,7%,-3%
O=C(CN1C(=O)NC2(CCCCC2)C1=O)NCCCSc1ccccc1,0%,0%,-15,4%,-19%,-4%,x
CCc1cc(C)cc(OCCNC(=O)c2ncn[nH]2)c1,21%,14%,20,4%,-18%,u,4%
N#Cc1cc2ccccc2nc1SCC(=O)Nc1ccc(S(=O)(=O)N2CCCC2)cc1,-1%,-10%,u,0%,-46%,-13%,4%
CCOc1ccc(-c2nnc(SCC(=O)NCc3ccccc3)nc2-c2ccc(OCC)c(OC)c2)cc1OC,x,3%,-15,-2%,x,4%,x
CCOC(=O)C1(Cc2cccc(F)c2)CCN(Cc2cnn(CC)c2C)CC1,1%,5%,-25,0%,-16%,6%,3%
O=[N+]([O-])c1cccc(N2Cc3ccccc3C2)c1,-11%,-12%,-19,-18%,-33%,1%,-1%
CCOC(=O)c1ccc(NC(=O)CCSCCc2ccccn2)cc1,-2%,8%,0,0%,-12%,11%,-11%
Cc1ccc(C(=O)n2cnnc2N)cc1,-1%,-14%,-15,-2%,-36%,u,3%
O=C([O-])c1ccc(-[n+]2c(-c3ccccc3)cc(-c3ccccc3)cc2-c2ccccc2)cc1,-6%,-5%,18,-1%,-19%,u,x
Cc1ccccc1NP(=O)(Oc1ccccc1F)Oc1ccccc1F,-26%,-3%,-18,3%,2%,-15%,-4%
Cc1cccc(C)c1NC(=O)CN(C)C(=O)c1ccccc1Cc1ccccc1,-2%,-18%,u,2%,30%,u,x
COc1ccccc1NC(=O)COc1ccc(/C=N/NC(=O)CSCc2ccc(Cl)cc2)cc1,-2%,-8%,-18,-11%,-21%,u,0%
COc1cccc(-c2cc(C(F)(F)F)n3ncc(C(=O)O)c3n2)c1,-1%,-1%,-3,-7%,-7%,-8%,4%
OC(COC(c1ccc(F)cc1)c1ccc(F)cc1)CN1CCCC1 (stereo not given),-10%,-8%,-36,-5%,30%,5%,1%
COc1ccc(Cl)cc1NC(=O)Nc1ccc(C(=O)N2CCCC2)cc1,-1%,-24%,55,0%,86%[activator],-5%,-10%
O=C(COc1ccccc1F)Nc1ccc(N2CCOCC2)cc1N1CCOCC1,-20%,4%,-3,-7%,0%,7%,x
CCn1cc(/C=C(\NC(=O)c2cc(OC)c(OC)c(OC)c2)C(=O)N2CCOCC2)c2ccccc21,3%,x,-6,-5%,x,x,x
CSc1nsc(NC(=O)Nc2ccccc2)n1,6%,x,-77*,-1%,x,x,x
Cc1c(NC(=O)Nc2ccccc2)cccc1[N+](=O)[O-],-12%,0%,-11,-12%,-37%,-9%,-5%
CCc1c(C)nc2ncnn2c1N1CCCC(C(=O)Nc2ccc(NC(C)=O)cc2)C1 (stereo not given),-4%,10%,21,-1%,-2%,u,-10%
O=C1Nc2ccccc2Oc2cc(Oc3cccc(Cl)c3)ccc21,x,0%,6,-12%,x,0%,x
CC(C)N=C(Nc1ccccc1)c1cccnc1,-14%,-2%,4,-6%,-7%,-2%,-4%
CCOC(=O)c1c(N)sc2c1CCN(CCc1ccccc1)C2,0%,-2%,7,-1%,-10%,u,1%

# Compound profiles, as listed above. Values in the order: AMA1 RON2 block	Sm TGR inh	HCMV antiviral	TbPYK inhibitor	AmpC no deterg	AmpC detergent	LmPK inhibitor
# CCc1c(C)nc2ncnn2c1N1CCCC(C(=O)Nc2ccc(NC(C)=O)cc2)C1 (stereo not given) across the screens: -4%	10%	21	-1%	-2%	u	-10%
# CCc1cc(C)cc(OCCNC(=O)c2ncn[nH]2)c1 across the screens: 21%	14%	20	4%	-18%	u	4%
# O=C1Nc2ccccc2Oc2cc(Oc3cccc(Cl)c3)ccc21 across the screens: x	0%	6	-12%	x	0%	x

# Remaining list, next part:
SMILES,AMA1 RON2 block,Sm TGR inh,HCMV antiviral,TbPYK inhibitor,AmpC no deterg,AmpC detergent,LmPK inhibitor
COc1ccccc1/C=C(/C(=O)OCC(=O)Nc1ccccc1C(C)C)c1ccccc1,-2%,-4%,u,1%,-16%,-8%,0%
CCCOCc1cc(CN2CCN(c3ccccc3OC)CC2)c(O)c2ncccc12,x,40µM*,-100*,4%,x,19%,x
c1ccc(-c2nnc(N3CCOCC3)c3ccccc23)cc1,-6%,1%,46,2%,116%[activator],3%,5%
CCCc1nc2cc(C)c(Br)c(C)n2c1Cc1ccccc1OC,7%,x,-24,2%,x,x,x
Cc1ccc(CCNC(=O)C2CCC(=O)N2Cc2cccnc2)cc1 (stereo not given),0%,7%,8,-4%,-10%,1%,-9%
COc1ccc(/C(O)=C2/C(=O)C(=O)N(CCCN(C)C)C2c2ccccc2)cc1OC (stereo not given),0%,-2%,13,-10%,-35%,u,0%
CCc1cccc(NC(=O)c2ccc3c(=O)n4c(nc3c2)CCCCC4)c1,3%,30%,-17,1%,34%,4%,3%
COc1ccc(-n2c(C)nc3sc4c(c3c2=O)CCCC4)cc1,x,3%,x,x,23%,3%,10%
O=C(COCc1cc(-c2ccc3c(c2)OCO3)on1)N1CCN(c2cccc(Cl)c2)CC1,-7%,4%&-7%,-17&5,5%&-1%,-30%,u,-2%
COc1ccc(NCc2cc3cc4c(cc3n(CC(=O)Nc3ccc(C)c(C)c3)c2=O)OCO4)cc1,x,-4%,1,-3%,x,-4%,x
CCOCCCNC(=O)C(Cc1ccccc1)NS(=O)(=O)c1cccc2nsnc12 (stereo not given),-5%,6%,-34,5%,-4%,-4%,-2%
COc1ccc(C)cc1S(=O)(=O)n1cnc(C)c1,-13%,-4%,6,-16%,0%,u,-1%
CCCCCOc1ccc(NC(=O)C(=O)NCC2CCCN2CC)cc1 (stereo not given),-3%,23%,-23,-1%,-2%,0%,0%
CCCc1c(C(=O)N/N=C/c2c[nH]c3ccccc23)nnn1-c1nonc1N,9%,x,16,-9%,x,x,x
O=C(Cn1cnc2c(nnn2Cc2ccc(F)cc2)c1=O)N1CCCCC1,9%,8%,9,6%,-10%,u,0%
CCOc1ccc(NC(=O)N(Cc2ccc(CC)cc2)Cc2cn[nH]c2-c2ccc(OC)cc2)cc1,x,3%,u,-1%,x,25%,x
CCCn1nc(C(=O)NNC(=O)c2cccc(C)c2)c2ccccc2c1=O,88%[activator],x,-24,-11%,-16%,x,x
Cc1ccc(OCC(=O)Nc2ccc([N+](=O)[O-])cc2)cc1,10%,-2%,19,2%,-38%,-4%,-2%
